Assay outcomes (PubChem BioAssay)
IDH1 R132H inh = human IDH1 R132H inhibition; O75874; IDH1-R132H enzyme, NADPH consumption, diaphorase/resazurin fluorescence; Potency, µM (highest dose often 76.6 µM), for the others: at the highest dose activity change, negative = inhibition, most hits filed as inhibitors; 390,000 tested, 0.093% active; note: potency is the fitted concentration of half-maximal effect; % is set by controls: 0 for no effect and ±100 for the full control effect; nearly all actives have a fitted effect of over 65% in size
Target sequence (O75874 whole entry R132H, stated change not applied): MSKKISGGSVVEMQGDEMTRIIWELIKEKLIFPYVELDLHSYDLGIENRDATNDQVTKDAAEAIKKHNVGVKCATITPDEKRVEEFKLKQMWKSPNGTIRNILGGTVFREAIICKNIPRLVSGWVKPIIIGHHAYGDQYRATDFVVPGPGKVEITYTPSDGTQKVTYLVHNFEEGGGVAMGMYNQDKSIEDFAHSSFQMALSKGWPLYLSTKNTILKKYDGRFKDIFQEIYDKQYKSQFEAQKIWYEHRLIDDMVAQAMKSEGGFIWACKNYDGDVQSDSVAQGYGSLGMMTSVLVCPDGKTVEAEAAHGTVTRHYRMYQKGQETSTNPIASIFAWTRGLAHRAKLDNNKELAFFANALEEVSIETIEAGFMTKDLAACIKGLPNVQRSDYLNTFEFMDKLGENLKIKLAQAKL
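IDH1-R132H (0.5 ug/mL dispensed) in pH 7.5 Tris buffer was preincubated 30 min with compound, then given a substrate mix of 0.016 mM NADPH and 2 mM alpha-KG for 80 min at room temperature; remaining NADPH was read by diaphorase/resazurin fluorescence.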
GRP78 ERSR act = inducers of ER stress response in human glioma cells | U87-MG GRP78 promoter luciferase reporter, 16 h | Potency, µM, for inactives: at the top dose activation, hits mostly activators | 420,000 tested, 0.02% active | AID 602332; note: potency is the fitted concentration of half-maximal effect; series mostly up to about 76 µM; % of control where 0% means no effect; nearly all actives have a fitted effect of over 35% in size
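Stably transfected U87-MG human glioma cells carrying a GRP78-based luminescent sensor were seeded at 1000 cells/well, pin-dosed with compounds and incubated 16 h. Luciferase reagent was then added, and end-point luminescence was read after 10 min at room temperature.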
rTrxR1 inhibitor = inhibitors of rat thioredoxin reductase 1; AID 588453; recombinant rTrxR1, NADPH fluorescence consumption, selenite substrate; 390,000 tested, 1% active; Potency, µM (top dose mostly 114 µM), for the others: at the highest dose activity change, negative = inhibition, hits mostly inhibitors; note: potency is the fitted concentration of half-maximal effect; % is set by controls: 0 for no effect and ±100 for the full control effect; nearly all actives have a fitted effect of over 65% in size
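Rat TrxR1 (90 nM in the dispensed reagent) was pre-reduced with 400 uM NADPH for 5 min at room temperature, then incubated with compound for 15 min. After 400 uM selenite was added, NADPH fluorescence (Ex 340/Em 450 nm) was followed for 8 min.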
LDHA inh = inhibitors of human lactate dehydrogenase A | P00338 | purified LDHA, NADH/diaphorase-resazurin fluorescence; stronger effect = lower value | activity change, % (values are at about 110 or 230 µM) | 480,000 tested, 0.15% active; in the data active = activity change below about -30%; inconclusive = mostly about -25% to -30%;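 note: plate controls were DMSO wells for no effect and wells without enzyme for full effect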
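Human LDH5 at 2 nM final in Tris HCl pH 7.4 with 0.06 mM NADH and 0.2 mM pyruvate, reacted 5 minutes at room temperature. Remaining NADH coupled via diaphorase/resazurin; resorufin fluorescence read at 0 and 20 minutes, normalized to enzyme-free and DMSO wells.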
Vif-APOBEC3F blk = blocks the Vif interaction with APOBEC3F; HeLa A3F-eYFP + Vif (tagged APOBEC3F with the HIV-1 protein that degrades it), YFP fluorescence increase; 390,000 tested, 0.2% active; Potency, µM (highest dose often 46.1 µM), without a hit: at the highest dose activity, negative = active; note: potency is the fitted concentration of half-maximal effect; % of control where 0% means no effect; nearly all actives have a fitted effect of over 65% in size
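HeLa cells stably expressing A3F-eYFP plus Vif, plated and incubated overnight at 37 deg C, then exposed to compounds overnight at 37 deg C. Blocked degradation read as raised yellow fluorescence (Ex 488/Em 500-530).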
RGS4 inh = inhibitors of human regulator of G protein signaling 4; P49798; Transcreener GDP fluorescence polarization, RGS4-accelerated GTP hydrolysis; Potency, µM (series often up to 114 µM), for inactives: at the top dose activity change, negative = inhibition, usual class: inhibitors; 390,000 tested, 0.039% active; note: potency is the fitted concentration of half-maximal effect; % is set by controls: 0 for no effect and ±100 for the full control effect; nearly all actives have a fitted effect of over 75% in size; some results filed as inactive show a strong effect at the top dose
Target sequence (P49798 whole entry, looked up): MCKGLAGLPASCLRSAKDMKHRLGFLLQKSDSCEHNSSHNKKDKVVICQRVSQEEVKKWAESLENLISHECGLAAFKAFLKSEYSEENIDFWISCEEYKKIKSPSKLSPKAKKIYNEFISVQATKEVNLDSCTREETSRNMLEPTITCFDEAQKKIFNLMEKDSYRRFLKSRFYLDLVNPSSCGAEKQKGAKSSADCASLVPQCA
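MLSMR compounds (23 nl, pin-transferred) preincubated 10 min at room temperature with a 500nM (2x) first reagent, then RGS4 at 900nM (2x) plus Transcreener GDP mix added; fluorescence polarization (620/688 nm) read before and after 90 min at 30 °C.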
TrxR1 substrate = is turned over as a substrate by rat TrxR1; O89049; purified TrxR1 substrate turnover, NADPH consumption readout; Potency, µM (highest dose often 114 µM), for the others: top-dose activity change, negative = substrate turnover; 390,000 tested, 0.01% active; AID 588456; note: potency is the fitted concentration of half-maximal effect; % is set by controls: 0 for no effect and ±100 for the full control effect; nearly all actives have a fitted effect of over 50% in size
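Rat TrxR1, dispensed at 90 nM, was prereduced with 400 uM NADPH (final) for 5 min at ~22 deg C, then incubated with compound 15 min before 400 uM selenite. A first-read NADPH fluorescence drop versus no-compound background flagged substrates.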
USP1-UAF1 inh = blocks the human USP1/UAF1 deubiquitinase complex | O94782 | recombinant USP1/UAF1, Ub-Rhodamine cleavage fluorescence | Potency, µM (doses to about 57.1 µM), inactives show at the top dose activity change, negative = inhibition, usual class: inhibitors | 390,000 tested, 0.23% active | AID 743255; note: potency is the fitted concentration of half-maximal effect; % is set by controls: 0 for no effect and ±100 for the full control effect; nearly all actives have a fitted effect of over 60% in size; inactives centre near -12
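Step one: compound is pinned into 1nM USP1/UAF1 in HEPES pH 7.8 buffer with TCEP. Step two: 15 min room-temperature incubation. Step three: Ub-Rho (150nM final) starts cleavage, tracked by fluorescence over six one-minute reads.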
Vif-APOBEC3G blk = Vif-A3G binding inhibition | HeLa A3G-eYFP + Vif (tagged APOBEC3G with the HIV-1 protein that degrades it), YFP fluorescence, overnight | Q9HC16 | Potency, µM (doses to about 46.1 µM), inactives show top-dose activity, negative = active, actives largely listed as inhibitors | 410,000 tested, 0.076% active | AID 602310;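 note: potency is the fitted concentration of half-maximal effect; % is set by controls: 0 for no effect and ±100 for the full control effect; nearly all actives have a fitted effect of over 60% in size; hits raise eYFP signal because A3G escapes Vif-driven loss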
Target sequence (Q9HC16 whole entry, looked up): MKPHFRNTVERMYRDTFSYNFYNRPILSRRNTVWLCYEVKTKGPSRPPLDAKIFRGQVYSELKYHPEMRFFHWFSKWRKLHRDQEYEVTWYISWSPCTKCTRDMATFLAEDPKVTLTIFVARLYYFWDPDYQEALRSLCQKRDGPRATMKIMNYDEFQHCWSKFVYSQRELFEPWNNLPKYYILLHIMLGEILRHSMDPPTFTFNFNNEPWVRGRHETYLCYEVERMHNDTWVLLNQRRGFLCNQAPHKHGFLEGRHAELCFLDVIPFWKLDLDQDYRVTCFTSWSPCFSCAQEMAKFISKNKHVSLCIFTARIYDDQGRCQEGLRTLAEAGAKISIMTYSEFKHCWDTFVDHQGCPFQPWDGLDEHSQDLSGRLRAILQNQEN
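Read-out is eYFP fluorescence (Ex 488/Em 500-530) from Vif-expressing HeLa A3G-eYFP cells; more signal means A3G escaped Vif-mediated degradation. Cells plated overnight, compound pinned in, incubated overnight at 37 deg C.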
* marks the source's active call; other numbers are inactive results; ? = inconclusive; . = not tested or not shown; [ ] = another dose, or the depositor's remark. Unless noted, calls come from the whole dose curve; as a rule, active = well fitted curve in the direction sought with a large enough effect; inconclusive = small, poorly fitted or top-dose-only effect, or another doubt; inactive = no such curve, though single readings can be large; an effect the other way counts as inactive or inconclusive. Not all compounds are listed; rates above refer to the full screens.

| Molecule | IDH1 R132H inh | GRP78 ERSR act | rTrxR1 inhibitor | LDHA inh | Vif-APOBEC3F blk | RGS4 inh | TrxR1 substrate | USP1-UAF1 inh | Vif-APOBEC3G blk |
| --- | --- | --- | --- | --- | --- | --- | --- | --- | --- |
| COCCNC(=O)C(=O)NCC1OCCN1S(=O)(=O)c1ccc(C)cc1 (stereo not given) | 8% | -6% | 18% | -5 | -10% | -17% | 2% | -17% | -4% |
| CC1CCN(C(=O)c2cc3c(ccc4ccccc43)o2)CC1 | 7% | -11% | 4% | 2 | 2% | -18% | 1% | ? | 1% |
| CC(C)(C)OC(=O)NCCC(=O)N/N=C/c1cccc2nccnc12 | 8% | -6% | 22%[57.1 µM] | 0 | -4% | -11% | 6%[57.1 µM] | -4% | 0% |
| O=C(O)CS(=O)CC(=O)Nc1cccc(C(F)(F)F)c1 (stereo not given) | 3% | -3% | 13% | -12 | 7% | 20% | -1% | -12% | -5% |
| O=C(COC(=O)CNC(=O)c1ccc(Cl)cc1Cl)NCC1CCCO1 (stereo not given) | 5% | -1% | -9% | -3 | 3% | -22% | -4% | -17% | -1% |
| Cc1cccc2[nH]c(CN(C)C(=O)C3CCC(=O)N(C4CC4)C3)nc12 (stereo not given) | 1% | -2% | 21% | 0 | 9% | -13% | 4% | -22% | -2% |
| CN(C(=O)CCc1nc(-c2ccccc2F)no1)c1ccc(Cl)cc1 | -13% | 1% | 9% | 9 | 0% | -4% | 1% | -1% | -2% |
| Cc1ccc(-n2nc3c(c2NC(=O)C2CC2)CS(=O)(=O)C3)cc1C | -1% | -6% | 5% | 1 | 0% | 20% | 0% | -20% | 0% |
| CNC(=S)N/N=C/c1c(C)cccc1Cl | 0% | -1% | -2%[57.1 µM] | -14 | ? | 21% | 3%[57.1 µM] | 9% | -1% |
| CSc1nc2c(c(=O)n1Cc1ccccc1)SC(C)C2 (stereo not given) | 1% | -1% | 6% | -4 | -2% | 17% | 5%[57.1 µM] | 4% | 1% |
| O=C(CCN1C(=O)[C@@H]2Cc3ccccc3CN2C1=O)NCc1ccccc1 | 11% | -2% | -11% | 0 | ? | -31% | 1% | -15% | -1% |
| CCNc1nc(NC(C)C)nc(NC(C)(C)C)n1 | 0% | -4% | 19% | -2 | 7% | -7% | 6% | -16% | 2% |
| COc1cc(/C=N\Nc2nc3ccccc3o2)cc(OC)c1OC | 0% | 10% | 0% | 1 | -7% | -12% | -9% | -14% | -6% |
| O=C(CSc1nnc(NC2CCCCC2)s1)NN1C(=O)NC2(CCCCC2)C1=O | -1% | -6% | 7% | -2 | -22% | 8% | 1%[0.457 µM] | 5% | 0% |
| CC(N=c1ccccn1C(=O)Nc1cccc(C(F)(F)F)c1)c1ccco1 (stereo not given) | 17% | -3% | -6%[57.1 µM] | -6 | -5% | -4% | -4%[57.1 µM] | -15% | -6% |
| Cc1cccc(N2CCN(C(=O)c3cc4c(=O)oc5ccccc5c4s3)CC2C)c1 (stereo not given) | 5% | -1% | 15% | -2 | 7% | 32% | 0% | -15% | -2% |
| CCc1ccc(C2=C(C)C(N3CCC(C(=O)NCCc4ccco4)CC3)=NS2(=O)=O)cc1 | 19% | 0% | 7%[57.1 µM] | -2 | 1% | -24% | 2%[57.1 µM] | -18% | 6% |
| CC(=O)Nc1ccc(NC(=O)C(c2ccccc2)c2ccccc2)cc1 | 0% | -2% | 12% | -3 | -4% | 14% | 2% | -17% | 0% |
| Cc1ccc2ccccc2c1NC(=O)CNCc1ccccc1 | 6% | -4% | . | -5 | 0% | . | . | -23% | -2% |
| COc1cc2c(cc1OC)CN(C(=O)CCNS(=O)(=O)c1ccc(Br)cc1)CC2 | 1% | -6% | 9% | -4 | -5% | -5% | 2% | -16% | -1% |
| CCOc1ccc(C(=O)N2CCN(c3ncccn3)CC2)cc1 | 10% | -4% | 34% | -6 | -2% | -2% | 2% | -8% | -6% |
| C=CCOc1ccccc1/C=C/C(=O)O | 2% | -1% | -7% | 1 | 8% | -11% | -5% | -2% | 1% |
| COc1ccccc1CNC(=O)[C@H](Cc1c[nH]c2ccccc12)NC(=O)[C@@H]1Cc2ccccc2CN1 | 9% | -5% | 8%[57.1 µM] | -2 | -6% | -11% | 2%[57.1 µM] | -19% | -7% |
| CCOC(=O)Cn1c(=O)n(CC2CCCO2)c2nc(-c3ccccc3)nc(C(N)=O)c21 (stereo not given) | 0% | -3% | 5%[57.1 µM] | -9 | 5% | 3% | 12%[57.1 µM] | -31% | -2% |
| O=C(CC(O)(C(F)(F)F)C(F)(F)F)Nc1ccc(Cl)c(Cl)c1 | 8% | -7% | 3% | 5 | -11% | -14% | -7% | -30% | 0% |
| O=C(NCc1cccs1)C1CCCN(S(=O)(=O)c2cccc3cccnc23)C1 (stereo not given) | -3% | -2% | 22%[57.1 µM] | 3 | 0% | ? | 0%[57.1 µM] | -21% | -3% |
| CC1CCN(C(=O)c2[nH]cnc2C(=O)Nc2ccccc2)CC1 | -17% | -6% | -14%[57.1 µM] | -3 | -2% | -13% | 2%[57.1 µM] | -19% | 0% |
| COc1cc2nc(CCc3ccccc3)oc(=O)c2cc1OC | 3% | -3% | 10%[57.1 µM] | -5 | -3% | -1% | 8%[57.1 µM] | -12% | 1% |
| COc1ccc(S(=O)(=O)N2CCOC23CCN(S(=O)(=O)c2c(C)cc(C)cc2C)CC3)cc1 | 11% | -2% | -2%[57.1 µM] | -6 | ? | 2% | -4%[57.1 µM] | -3% | 3% |
| O=C(NCCc1ccc([N+](=O)[O-])cc1)c1ccccc1 | 2% | 5% | 22% | -4 | 1% | -10% | 7% | -15% | 1% |

Ordered by heavy-atom count (rising): part of the list above
| Molecule | IDH1 R132H inh | GRP78 ERSR act | rTrxR1 inhibitor | LDHA inh | Vif-APOBEC3F blk | RGS4 inh | TrxR1 substrate | USP1-UAF1 inh | Vif-APOBEC3G blk |
| --- | --- | --- | --- | --- | --- | --- | --- | --- | --- |
| O=C(O)CS(=O)CC(=O)Nc1cccc(C(F)(F)F)c1 (stereo not given) | 3% | -3% | 13% | -12 | 7% | 20% | -1% | -12% | -5% |
| CCOc1ccc(C(=O)N2CCN(c3ncccn3)CC2)cc1 | 10% | -4% | 34% | -6 | -2% | -2% | 2% | -8% | -6% |
| CC(N=c1ccccn1C(=O)Nc1cccc(C(F)(F)F)c1)c1ccco1 (stereo not given) | 17% | -3% | -6%[57.1 µM] | -6 | -5% | -4% | -4%[57.1 µM] | -15% | -6% |
| COc1cc2c(cc1OC)CN(C(=O)CCNS(=O)(=O)c1ccc(Br)cc1)CC2 | 1% | -6% | 9% | -4 | -5% | -5% | 2% | -16% | -1% |
| CCOC(=O)Cn1c(=O)n(CC2CCCO2)c2nc(-c3ccccc3)nc(C(N)=O)c21 (stereo not given) | 0% | -3% | 5%[57.1 µM] | -9 | 5% | 3% | 12%[57.1 µM] | -31% | -2% |
| COc1ccc(S(=O)(=O)N2CCOC23CCN(S(=O)(=O)c2c(C)cc(C)cc2C)CC3)cc1 | 11% | -2% | -2%[57.1 µM] | -6 | ? | 2% | -4%[57.1 µM] | -3% | 3% |
| COc1ccccc1CNC(=O)[C@H](Cc1c[nH]c2ccccc12)NC(=O)[C@@H]1Cc2ccccc2CN1 | 9% | -5% | 8%[57.1 µM] | -2 | -6% | -11% | 2%[57.1 µM] | -19% | -7% |

Carrying on:
| Molecule | IDH1 R132H inh | GRP78 ERSR act | rTrxR1 inhibitor | LDHA inh | Vif-APOBEC3F blk | RGS4 inh | TrxR1 substrate | USP1-UAF1 inh | Vif-APOBEC3G blk |
| --- | --- | --- | --- | --- | --- | --- | --- | --- | --- |
| COc1ccc(C)cc1NC(=O)c1nc2nc(C)cc(C)n2n1 | 3% | -3% | 14% | -2 | 3% | -32% | 15% | -13% | -4% |
| Cc1cccc(NS(=O)(=O)c2ccc([N+](=O)[O-])cc2)n1 | 4% | -2% | 20%[57.1 µM] | -11 | 10% | 10% | -10% | -10% | 1% |
| CCOC(=O)c1c(NC(=S)Nc2ccccc2)sc2c1CCCCC2 | 1% | -1% | -7% | -3 | 3% | -12% | 10% | 4% | -1% |
| Cc1ccc(C)c(C(=O)NCc2ccncc2)c1 | 1% | -5% | 7%[57.1 µM] | -1 | 3% | 3% | 4% | -18% | 2% |
| C=CCN(C(=O)c1ccccn1)C(C(=O)NCc1ccccc1)c1ccccc1F (stereo not given) | 8% | -5% | 28% | -4 | -2% | 19% | 4% | -17% | 0% |
| CCOc1cc(/C=N\Nc2nc(Nc3ccccc3)nc(N3CCOCC3)n2)ccc1OC(=O)c1ccco1 | 4% | 2% | -2% | 0 | 8% | 0% | -2% | -12% | -3% |
| Cc1ccccc1Cn1cc(NC(=O)COc2ccccc2)cn1 | 7% | 2% | 21%[57.1 µM] | -4 | -10% | ? | 12%[57.1 µM] | -5% | 0% |
| CC(=O)NS(=O)(=O)c1ccc(NC(=O)/C=C/c2ccccc2Cl)cc1 | -5% | -4% | -22%[57.1 µM] | -5 | 0% | -11%[11.4 µM] | -9%[57.1 µM] | 0% | -3% |
